RBBP9 inhibitor – human RBBP9 inhibitors, primary screen, biochemical, fluorescence polarization, FP-Rh probe, HTS; Serine hydrolase RBBP9 (Homo sapiens), O75884; recombinant RBBP9; inhibition, % at 7.94 µM; actives 0.2% (n = 220,000);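 active means inhibition above the campaign mean of all tested compounds plus 3 SD, cut at about 14% in these data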;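 further: plate controls were DMSO wells with RBBP9 for no effect and wells lacking RBBP9 protein for full effect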
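Test system – recombinant human RBBP9 · Input – RBBP9 2.5 µM in dispensing solution, pre-mixing · Medium – Tris buffer pH 8.0, NaCl, Pluronic · Schedule – preincubation 30 min plus labeling 45 min at 25 °C · Measured by – fluorescence polarization · Measure – % inhibition · Controls – DMSO and no-protein wells · Replicates – one well per compound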
Ba/F3 V617F tox – reduced viability of JAK2V617F-dependent Ba/F3 cells, primary screen, JAK2V617F inhibitor project, cell-based, Ba/F3 EpoR-JAK2V617F, luminescence | ATP luminescence | inhibition, % at 5.6 µM | AID 1446, 2008 | actives 1.1% (n = 220,000);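 active means inhibition above the campaign mean plus 3 SD over all tested compounds, cut at about 24% in these data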;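 further: cytokine-independent growth of Ba/F3 cells driven by EpoR plus mutant JAK2; 0% = DMSO-treated cells and 100% = JAK inhibitor I control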
TbHK1 inh – Trypanosoma brucei hexokinase 1 inhibitors, primary screen, biochemical, G6PDH-coupled NADH absorbance, MLSCN library; hexokinase 1 [Trypanosoma brucei]; recombinant TbHK1, G6PDH-coupled NADH A340; inhibition, % at 10 µM; actives 0.11% (n = 220,000); AID 1430, 2008;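 active means inhibition of 50% or more in the single-dose primary screen; inactive means inhibition below 50%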
PPC-1+TRAIL kill – compounds killing PPC-1 cancer cells with TRAIL present, primary screen, TRAIL potentiator project, ATPLite luminescence, uHTS; PPC-1 cells + TRAIL, ATPLite viability luminescence; cell killing (% activity), % at 4 µM; actives 0.41% (n = 220,000);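 active means cell killing above 50% in the first pass at 4 µM, then a duplicate retest at 5 µM averaging 50% or more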;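 further: plate controls were cells with TRAIL plus DMSO for no effect and medium-only wells lacking cells for full effect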
PGE2 EP2 inh – human EP2 receptor antagonists, primary screen, TR-FRET cAMP, C6 glioma cells; Prostaglandin E2 receptor EP2 subtype (Homo sapiens), P43116; C6 glioma cells expressing human EP2; cells stimulated with saturating PGE2; inhibition, % at 25 µM; actives 0.52% (n = 260,000); AID 1422, 2008;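 active means percent inhibition above 40 after rounding to a whole number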;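 further: rat C6 glioma host cells with rolipram phosphodiesterase inhibitor present; the protocol text gives 20 µM as final concentration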
Target sequence (P43116 whole entry, looked up): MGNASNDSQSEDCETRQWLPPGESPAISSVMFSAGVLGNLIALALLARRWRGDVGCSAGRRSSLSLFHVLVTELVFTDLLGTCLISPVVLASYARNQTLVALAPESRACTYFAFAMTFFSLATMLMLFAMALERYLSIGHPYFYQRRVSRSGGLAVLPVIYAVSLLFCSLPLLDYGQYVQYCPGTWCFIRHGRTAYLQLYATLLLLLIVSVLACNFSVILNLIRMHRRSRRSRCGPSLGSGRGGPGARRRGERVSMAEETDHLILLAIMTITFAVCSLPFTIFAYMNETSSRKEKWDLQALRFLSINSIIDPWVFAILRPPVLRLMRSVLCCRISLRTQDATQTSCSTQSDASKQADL
NCF1 inh – p47phox/p22phox peptide binding inhibitors, primary screen, biochemical, uHTS, NADPH oxidase regulatory subunit | Neutrophil cytosol factor 1 (Homo sapiens), P14598 | fluorescence polarization, 2 h | inhibition, % at 24.7 µM | actives 0.53% (n = 220,000);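 active means inhibition above about 30%, limit read from the data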;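 further: 0% = p47phox with labelled peptide and 100% = labelled peptide alone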
Target sequence (P14598 whole entry, looked up): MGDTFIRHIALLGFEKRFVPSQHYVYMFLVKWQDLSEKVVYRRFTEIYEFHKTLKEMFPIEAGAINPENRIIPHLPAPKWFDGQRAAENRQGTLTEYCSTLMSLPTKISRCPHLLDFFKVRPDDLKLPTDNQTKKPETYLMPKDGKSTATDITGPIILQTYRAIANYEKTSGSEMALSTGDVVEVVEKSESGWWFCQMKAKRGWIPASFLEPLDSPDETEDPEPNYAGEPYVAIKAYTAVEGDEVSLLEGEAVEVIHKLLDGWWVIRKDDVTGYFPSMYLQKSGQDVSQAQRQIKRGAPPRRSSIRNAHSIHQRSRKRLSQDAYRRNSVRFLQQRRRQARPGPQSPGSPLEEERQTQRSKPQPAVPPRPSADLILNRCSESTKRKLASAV
p97 ATPase inh – inhibitors of human p97 ATPase, primary screen, biochemical. AID 1481, 2009. actives 0.42% (n = 220,000). recombinant p97 ATPase, Kinase-Glo ATP luminescence, 3 h. inhibition, % at 8 µM; in the data active means inhibition above about 15%;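 further: 0% = DMSO vehicle and 100% = wells lacking enzyme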
BaF3 tox – parental Ba/F3 cell viability inhibition, counter-screen for JAK2V617F inhibitor project, murine pro-B, CellTiter-Glo luminescence. inhibition, % at 5.6 µM. AID 1486, 2009. actives 1.1% (n = 220,000). CellTiter-Glo ATP luminescence;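 active means inhibition above a per-campaign cutoff, the mean inhibition of all tested compounds plus 3 SD, cut at about 27% in these data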;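 further: 0% = DMSO wells and 100% = JAK Inhibitor I control wells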
Furin inhibitor – human furin inhibitors, primary screen, biochemical, fluorescence intensity; inhibition, % at 30 µM; actives 0.061% (n = 220,000); purified furin, fluorogenic substrate cleavage; P09958; in the data active means inhibition above about 25%; further: inactives centre near -15
Starred values were filed as active, the others as inactive; nt = not tested or not shown; & = joins results of further samples; [ ] = remark or other dose. Only part of the results is shown; the hit share may differ from the screen's.

Key to letters – A = RBBP9 inhibitor; B = Ba/F3 V617F tox; C = TbHK1 inh; D = PPC-1+TRAIL kill; E = PGE2 EP2 inh; F = NCF1 inh; G = p97 ATPase inh; H = BaF3 tox; I = Furin inhibitor
#1 COC(C(=O)Nc1ccc(C(N)=O)cc1)c1ccccc1 (stereo unspecified)
  A: -7.1 | B: -2.7 | C: -0.4 | D: 7.7 | E: 7.8 | F: -3.1 | G: 6.4 | H: 3.4 | I: -6.4
#2 Cc1ccc(C(C(=O)NCc2ccco2)N(C(=O)CNC(=O)c2cccs2)c2c(C)cc(C)cc2C)cc1 (stereo unspecified)
  A: -5.9 | B: 2.2 | C: 4.5 | D: 11.2 | E: 2.0 | F: -1.0 | G: 2.9 | H: 9.1 | I: -9.3[20 µM]
#3 Cc1ccc(S(=O)(=O)N2CCN(C(=O)CCC(=O)NCCc3ccc(F)cc3)CC2)cc1
  A: 5.2 | B: -2.0 | C: -3.8 | D: 20.5 | E: 1.4 | F: -1.5 | G: -0.2 | H: 4.0 | I: -15.7
#4 O=C(COC(=O)CNC(=O)c1ccccc1)Nc1cccc(Br)c1
  A: -0.7 | B: -0.2 | C: -1.0 | D: -3.9 | E: 3.4 | F: -7.6 | G: 0.9 | H: 7.2 | I: -11.9
#5 O=C(c1ccccc1)c1cnc(Nc2ccc(Cl)c(Cl)c2)s1
  A: -1.2 | B: 0.8 | C: -13.5 | D: 1.5 | E: 8.7 | F: -6.5 | G: -1.5 | H: 6.7 | I: -20.1[20 µM]
#6 CNc1nc2c(c(=O)n(C)c(=O)n2C)n1Cc1ccccc1
  A: -1.5 | B: 3.8 | C: -2.6 | D: -7.0 | E: 4.7&11.5 | F: -7.1 | G: -0.7 | H: 10.6 | I: -27.5
#7 CCOC(=O)c1cc(NC(=O)c2ccc(Cl)cc2)c(=O)oc1-c1ccccc1
  A: -3.7 | B: -5.0 | C: -12.8 | D: 18.1 | E: 6.2 | F: -4.8 | G: 5.2 | H: -4.2 | I: -20.4
#8 O=C(Nc1ccccc1C(=O)N1CCCCCC1)c1cccc(S(=O)(=O)N2CCOCC2)c1
  A: 3.3 | B: -0.3 | C: 3.2 | D: 3.6 | E: 14.7 | F: 0.0 | G: 1.1 | H: -0.6 | I: -11.2[20 µM]
#9 CN(C)C(CNC(=O)c1cc(S(=O)(=O)N(C)c2ccccc2)ccc1Cl)c1cccs1 (stereo unspecified)
  A: -7.7 | B: -1.1 | C: 0.2 | D: 8.7 | E: 7.0 | F: -10.0 | G: 3.4 | H: 6.2 | I: -20.4
#10 O=C(NCc1ccco1)C1CC(=O)N(c2ccc(O)cc2)C1 (stereo unspecified)
  A: -6.4 | B: 2.1 | C: -4.8 | D: -17.8[5 µM] | E: 6.8 | F: -4.6 | G: -1.1 | H: 1.4 | I: -12.5[20 µM]
#11 CCOP(=O)(OCC)C(Nc1ccc(F)cc1)c1ccccc1 (stereo unspecified)
  A: -4.5 | B: -5.4 | C: -5.4 | D: 9.9 | E: 10.8 | F: -4.0 | G: 3.4 | H: 5.5 | I: -16.7
#12 O=C(O)/C(=C\c1ccccc1OC(F)F)Sc1nnc(-c2ccc(F)cc2)o1
  A: -4.4 | B: 3.0 | C: -10.4 | D: 14.6 | E: 3.4 | F: -2.6 | G: 2.4 | H: 10.3 | I: -25.9
#13 COc1ccc(OC)c(N=C(C)C2=C(O)COC2=O)c1
  A: -4.9 | B: 1.6 | C: -11.8 | D: 21.8 | E: 13.6 | F: -3.6 | G: -5.8 | H: 2.7 | I: -6.7
#14 CS(=O)(=O)N(Cc1ccc(C(=O)Nc2ccccc2Sc2ccccc2)cc1)c1ccccc1
  A: -1.4 | B: -2.6 | C: -3.3 | D: -1.8 | E: 3.6 | F: -10.8 | G: -2.7 | H: 1.0 | I: -23.0
#15 COc1ccc(OC)c(-c2nnc(NC(=O)C(C)Sc3nncn3C)s2)c1 (stereo unspecified)
  A: 2.1 | B: -4.1 | C: -36.8 | D: 14.7 | E: 12.6 | F: -7.4 | G: 8.7 | H: 1.9 | I: -16.3

Next part
Key to letters – A = RBBP9 inhibitor; B = Ba/F3 V617F tox; C = TbHK1 inh; D = PPC-1+TRAIL kill; E = PGE2 EP2 inh; F = NCF1 inh; G = p97 ATPase inh; H = BaF3 tox; I = Furin inhibitor
#16 Cc1ccc(Cn2nc(C)c(/C=N/NC(=O)c3cccnc3)c2C)cc1
  A: 1.2 | B: 0.6 | C: -11.4 | D: 1.2 | E: -0.1 | F: -13.2 | G: 0.4 | H: 7.4 | I: -18.2
#17 COc1ccc(-c2c(C#N)c(N)nc3c2c(=O)n(C)c(=O)n3C)cc1Cl
  A: 0.9 | B: 0.1 | C: -30.2 | D: nt | E: 8.7 | F: nt | G: 0.9 | H: 1.2 | I: -2.9[20 µM]
#18 CC(=O)N1N=C(c2ccc(C)o2)CC1c1ccc(F)cc1 (stereo unspecified)
  A: -2.9 | B: -8.0 | C: -4.4 | D: -3.4 | E: 4.5 | F: 2.3 | G: 1.4 | H: 1.9 | I: -28.0
#19 CN(CCC#N)C(=O)COC(=O)c1ccc(Cl)c(S(N)(=O)=O)c1
  A: -7.2 | B: 0.9 | C: 1.0 | D: 23.4 | E: -1.4 | F: -8.0 | G: -2.5 | H: 4.4 | I: -25.5[20 µM]
#20 CN(Cc1cc(=O)[nH]c2ccccc12)C(=O)c1ccccc1
  A: 0.9 | B: -1.5 | C: -5.4 | D: -0.8 | E: nt | F: -25.4 | G: 2.0 | H: 3.6 | I: -20.5
#21 Cc1cc(C)n(-c2nc3c(c(=O)[nH]c(=O)n3C)n2CC(O)COc2ccc(Cl)cc2Cl)n1 (stereo unspecified)
  A: 10.5 | B: -4.0 | C: 7.2 | D: 9.1 | E: 10.3 | F: 6.8 | G: 2.1 | H: 4.1 | I: -16.8[20 µM]
#22 COc1ccc(C(c2sc3nc(C)nn3c2O)N2CCC(O)CC2)cc1OC (stereo unspecified)
  A: -6.9 | B: -1.2 | C: -64.0 | D: -4.8 | E: 8.8 | F: -0.8 | G: 3.9 | H: 2.9 | I: -16.4
#23 COc1cc(C(C)=O)ccc1COc1ccc(C(=O)OC(C)C(=O)NC(N)=O)cc1OC (stereo unspecified)
  A: -5.6 | B: -3.0 | C: 2.7 | D: -9.8 | E: 5.0 | F: -8.7 | G: 8.5 | H: 2.4 | I: -22.1
#24 COc1ccc(/C=N/NC(=O)c2ccc(CSc3nncn3C)cc2)cc1OC
  A: -7.2 | B: -1.4 | C: -23.4 | D: -3.6 | E: 4.1 | F: -11.8 | G: 3.1 | H: -0.1 | I: -14.2
#25 Fc1ccc(NC(=S)NN=C2CCCCCC2)cc1
  A: -10.4 | B: 0.5 | C: 11.8 | D: 1.9 | E: 8.3 | F: -9.3 | G: 0.6 | H: 1.6 | I: -19.2[20 µM]
#26 Cn1ncc2c(Nc3ccc(O)cc3)nc(Cl)nc21
  A: -1.1 | B: -5.7 | C: -14.6 | D: 7.8 | E: 19.6 | F: -2.0 | G: 5.0 | H: 0.8 | I: -15.2

6 entries out of the list above, sorted by their value in RBBP9 inhibitor, ascending.
No. | Compound | RBBP9 inhibitor
22 | COc1ccc(C(c2sc3nc(C)nn3c2O)N2CCC(O)CC2)cc1OC (stereo unspecified) | -6.9
13 | COc1ccc(OC)c(N=C(C)C2=C(O)COC2=O)c1 | -4.9
11 | CCOP(=O)(OCC)C(Nc1ccc(F)cc1)c1ccccc1 (stereo unspecified) | -4.5
18 | CC(=O)N1N=C(c2ccc(C)o2)CC1c1ccc(F)cc1 (stereo unspecified) | -2.9
5 | O=C(c1ccccc1)c1cnc(Nc2ccc(Cl)c(Cl)c2)s1 | -1.2
17 | COc1ccc(-c2c(C#N)c(N)nc3c2c(=O)n(C)c(=O)n3C)cc1Cl | 0.9

In another format: results already given
#23 COc1cc(C(C)=O)ccc1COc1ccc(C(=O)OC(C)C(=O)NC(N)=O)cc1OC (stereo unspecified)
#24 COc1ccc(/C=N/NC(=O)c2ccc(CSc3nncn3C)cc2)cc1OC

Screen / compound no.	23	24
RBBP9 inhibitor	-5.6	-7.2
Ba/F3 V617F tox	-3.0	-1.4
TbHK1 inh	2.7	-23.4
PPC-1+TRAIL kill	-9.8	-3.6
PGE2 EP2 inh	5.0	4.1
NCF1 inh	-8.7	-11.8
p97 ATPase inh	8.5	3.1
BaF3 tox	2.4	-0.1
Furin inhibitor	-22.1	-14.2

Assay outcomes as filed in PubChem BioAssay.
